Screens deposited in PubChem by several laboratories.
Mcl1 Bid PPI: Mcl-1/Bid interaction inhibition | TR-FRET Mcl-1/Bid-Dy647 peptide binding, 1536-well | actives 0.97% (n = 220,000) | inhibition, % at 21.7 µM | Q07820;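 active means compounds that cut the binding signal by more than half at the single screening dose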;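 further: His-tagged Mcl-1 with europium anti-His antibody binding Bid BH3 peptide; 0% = Mcl-1 plus peptide wells and 100% = peptide-only wells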
Target sequence (Q07820 whole entry, looked up): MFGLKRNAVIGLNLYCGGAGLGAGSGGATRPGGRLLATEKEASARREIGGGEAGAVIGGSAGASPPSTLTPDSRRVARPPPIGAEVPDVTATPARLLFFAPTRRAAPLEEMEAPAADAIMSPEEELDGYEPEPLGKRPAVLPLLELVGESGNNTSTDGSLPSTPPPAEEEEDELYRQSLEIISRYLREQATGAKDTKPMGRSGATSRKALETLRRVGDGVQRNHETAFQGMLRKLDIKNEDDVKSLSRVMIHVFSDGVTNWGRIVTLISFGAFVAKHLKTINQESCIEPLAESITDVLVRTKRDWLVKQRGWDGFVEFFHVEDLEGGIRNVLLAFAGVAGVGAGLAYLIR
Cdc42 wt: human Cdc42 wildtype GTP binding change, either direction | actives 0.2% (n = 190,000) | percent activity (GTP binding), % at 10 µM | GST-Cdc42 beads, Bodipy-GTP binding, flow cytometry; actives lie on both sides | AID 761 | P60953;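 active means percent activity GTP binding at least 20 points away from the 100% baseline, either down as inhibitor or up as activator; inconclusive means compound flagged as likely green fluorescent from well-wide comparison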;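 further: median bead fluorescence of bound Bodipy-FL-GTP at 100 nM; 0% = excess unlabeled GTP control and 100% = no compound control; below 100% means less GTP binding so inhibitor and above means activator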
Target sequence (P60953 whole entry, looked up): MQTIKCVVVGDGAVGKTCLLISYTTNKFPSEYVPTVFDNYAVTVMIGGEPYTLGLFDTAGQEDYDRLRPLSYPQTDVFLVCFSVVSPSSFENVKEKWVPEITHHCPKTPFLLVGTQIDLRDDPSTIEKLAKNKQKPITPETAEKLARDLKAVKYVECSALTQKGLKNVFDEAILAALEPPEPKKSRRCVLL
HRas wt GTP: modulators of GTP binding to human HRas wildtype; GTP binding activity, % at 10 µM; AID 759; P01112; GST-Ras wt beads, Bodipy-FL-GTP binding, flow cytometry; actives lie on both sides; actives 0.14% (n = 190,000);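 active means GTP binding activity at least 20% away from the 100% baseline, either lowered as inhibitor or raised as activator; inconclusive means flagged as likely green fluorescent, judged across all proteins in the well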;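 further: 0% = unlabeled GTP competition control and 100% = no-compound control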
Target sequence (P01112 whole entry, looked up): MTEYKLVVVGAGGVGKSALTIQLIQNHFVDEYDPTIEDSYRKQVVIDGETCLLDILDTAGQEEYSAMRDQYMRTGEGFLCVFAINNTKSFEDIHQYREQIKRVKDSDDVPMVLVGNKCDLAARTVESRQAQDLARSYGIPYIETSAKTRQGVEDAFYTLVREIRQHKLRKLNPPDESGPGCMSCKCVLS
Avidin bead fluor: avidin bead compound fluorescence profile. fluorescence (KMESF) at 10 µM. Avidin beads, compound fluorescence 488/530 nm, flow cytometry; active compounds read high. actives 0.38% (n = 220,000). AID 1775; in the data active means fluorescence above about 47; further: inactives centre near 10
Pf gametocyte: P. falciparum stage V gametocyte viability inhibition. P. falciparum stage V gametocytes, ATP luminescence, 24 h. inhibition, % at 10.9 µM. actives 0.065% (n = 150,000);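 active means inhibition above the mean plus 3 SD of compounds within the control limits, set per campaign, cut at about 38% in these data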;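 further: 0% = DMSO wells and 100% = medium only without gametocytes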
Mcl1-Noxa inh: Mcl-1/Noxa interaction inhibition | inhibition, % at 21.7 µM | TR-FRET Mcl-1/Noxa peptide binding, 2 h | Q07820 | actives 1.5% (n = 220,000);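 active means compounds that cut the protein-peptide binding signal by more than 50% relative to plate controls in a single-dose test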;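 further: His-tagged Mcl-1 with rhodamine Noxa BH3 peptide and terbium anti-His antibody; 0% = Mcl-1 plus Noxa peptide wells and 100% = peptide-only wells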
Rab7 wt GTP bind: alters GTP binding to wildtype dog Rab7; GST-Rab7 beads, fluorescent GTP binding, flow cytometry; actives lie on both sides; untreated = 100%, excess cold GTP = 0%; GTP binding activity (percent of control), % at 10 µM; actives 0.055% (n = 190,000);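 active means fluorescent GTP binding to Rab7 beads changed by at least 20 points from the 100% baseline, either direction, mostly lower; inconclusive means compound itself probably fluorescent, or too few beads counted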;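 further: median green fluorescence of bound Bodipy-FL-GTP per Rab7 bead population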
Mcl-1 Bim block: human Bim-Mcl-1 interaction inhibition | Q07820 | Bead-based flow cytometry, Bim peptide-Mcl-1 binding | inhibition, % at 10 µM | actives 0.1% (n = 190,000) | AID 1009; in the data active means inhibition above about 40%;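 further: 0% = no compound tracer wells and 100% = peptide blocker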
Rac1 wt modul: alters GTP binding to wildtype human Rac1; GTP binding activity (% of control), % at 10 µM; actives 0.27% (n = 190,000); P63000; GST-Rac1 beads, fluorescent GTP binding, flow cytometry; actives lie on both sides; 0 = cold GTP competed, 100 = untreated;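 active means GTP binding activity at least 20 points away from the 100% control level, either lower or higher; inconclusive means compound flagged as likely green fluorescent, judged across all proteins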
Rab2 wt GTP: changes GTP binding to wildtype dog Rab2A, up or down. P61105. GST-Rab2 wt beads, Bodipy-GTP binding, flow cytometry. GTP binding activity, % at 10 µM. actives 0.19% (n = 190,000). AID 760;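 active means GTP binding activity at least 20 points away from 100%, either lowered or raised; inconclusive means signal likely due to the compound's own green fluorescence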;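 further: 0% = beads with excess unlabeled GTP and 100% = no-compound control corrected for plate trend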
Rac1 act GTP bind: alters GTP binding to activated mutant human Rac1; P63000; GST-Rac1 activated beads, fluorescent GTP binding, flow cytometry; actives lie on both sides; 100% means binding = to untreated wells; percent activity (GTP binding), % at 10 µM; actives 0.11% (n = 190,000); AID 764;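 active means GTP binding at least 20 percentage points away from the 100% baseline, in either direction, so actives lie on both sides; inconclusive means Compound likely fluorescent itself, or too few beads counted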
* hit, by the source's call; ? = inconclusive; . = no result given.

entry	SMILES	Mcl1 Bid PPI	Cdc42 wt	HRas wt GTP	Avidin bead fluor	Pf gametocyte	Mcl1-Noxa inh	Rab7 wt GTP bind	Mcl-1 Bim block	Rac1 wt modul	Rab2 wt GTP	Rac1 act GTP bind
1	CCCCCCCCCC(=O)NNC(=O)c1c(O)c2ccccc2n(CC)c1=O	-36	87	93	13	9	-29	99	0	89	93	88
2	O=C(O)c1ccccc1C1=Nc2ccc(O)cc2Oc2cc(O)ccc21	-41	106	104	8	22	1	104	7	107	102	103
3	CCOc1ccc(-n2cc(C(=O)Nc3cccc(OC)c3)c3cc(OC)c(OC)cc3c2=O)cc1	-16	106	105	6	.	-28	104	1	107	103	103
4	O=C(Nc1ccccc1N1CCOCC1)c1cc(Br)c(Br)s1	-27	98	96	9	23	2	100	0	100	100	93
5	CCCn1cc(CN2CCCC(C(=O)c3cccc(OC(C)C)c3)C2)c(C)n1 (configuration not stated)	-12	98	97	12	8	-4	93	0	101	96	99
6	COc1ccc(C(=O)NCc2ccc3c(c2)cc(C)n3C)cc1OC	-53	93	96	9	24	-8	100	-1	93	95	91
7	O=C1c2ccccc2C(=O)N1CCc1csc(-c2cccc(F)c2)n1	-6	99	100	11	-15	12	100	-2	103	99	98
8	COc1ccc(C(=O)Nc2ccc(S(=O)(=O)Nc3onc(C)c3C)cc2)c(OC)c1	-21	91	95	13	1	5	101	-1	97	93	91
9	COCCNC(=O)C(c1cccc(OC)c1)N(Cc1cccs1)C(=O)Cn1nnc2ccccc21 (configuration not stated)	-6	103	98	19	.	6	99	-2	101	97	96
10	CCOC(=O)Cn1nc(C)c([N+](=O)[O-])c1C	-8	100	98	12	22	10	101	-6	104	99	99
11	CC/C(=N\O)C(C)(C)/[N+]([O-])=C/c1ccc(Br)cc1	-16	103	101	36	-10	8	99	-3	104	100	101
12	CNC(=O)COc1cccc(C(=O)NCc2ccccc2)c1	4	96	96	8	.	11	97	0	99	97	96
13	Cc1ccc(CNC(=O)/C=C/C(=O)O)cc1	0	100	98	11	.	19	102	-2	101	96	98
14	COc1ccc(CNc2nc3ccccc3n2CCN2CCCCC2)c(OC)c1	-70	102	101	8	16	23	99	-8	106	104	104
15	COc1ccccc1/C=N/NC(=O)CSc1cc(C)nc2ccccc12	0	100	93	8	-17	2	97	2	100	96	96
16	O=C(NCc1ccc(-c2nc3ccccc3s2)cc1)c1cc2ccccc2o1	25	102	95	8	.	7	95	-6	102	97	96
17	CCCc1nc(SCC(=O)N2CCCC2)c2ccccc2n1	-24	101	101	7	-4	3	100	0	103	102	100
18	CN(Cc1cccnc1)C(=O)CC1C(=O)NCCN1Cc1ccc(-c2ccccc2)cc1 (configuration not stated)	-3	?	?	11	-2	9	?	0	?	?	?
19	O=C(Nc1ccc2c(c1)oc1ccccc12)C1CC1	-17	103	104	13	-16	12	105	-3	106	104	98
20	COc1ccc(-n2nnnc2SCC(=O)NCc2cccs2)cc1	0	?	?	6	-4	13	?	0	?	?	?
21	COC(=O)CSc1nccc(-c2ccc(F)cc2)c1C#N	-4	91	97	8	7	-16	98	2	94	97	96
22	COc1ccc(NS(=O)(=O)c2ccc(Cl)c(C(=O)O)c2)cc1S(=O)(=O)N1CCCCC1	-8	99	98	9	-11	11	107	-3	97	101	99
23	CCn1c(=NC(=O)CSC(C)=O)sc2ccccc21	-2	99	98	6	-13	3	96	4	98	98	97
24	O=C1C(=O)N(Cc2cccc([N+](=O)[O-])c2)c2ccccc21	-33	101	103	6	7	-19	102	-4	106	102	105
25	O=C(CSc1nc(-c2ccccc2Cl)ns1)NCc1ccc2c(c1)OCO2	-36	98	96	11	-6	-2	96	2	98	92	96
26	Nc1c(C(=O)c2ccco2)oc2ccccc12	-59	96	98	10	4	13	104	-1	95	92	96
27	O=C(O)c1cc2ncc(-c3[nH]ncc3[N+](=O)[O-])cn2n1	-41	90	93	3	9	26	100	-3	99	92	95
28	COc1cc(-c2cc(-c3ccc(O)cc3)nc(N)c2C#N)ccc1O	-29	?	?	9	-3	31	?	9	?	?	?
29	O=C(CSc1nc2ccc(Cl)cc2[nH]1)NCCc1ccccc1	-33	97	99	14	-20	10	100	-3	103	95	95
30	O=C(CN1CCN(CC(=O)Nc2ccccc2F)CC1)Nc1ccc2c(c1)OCCO2	-24	97	97	22	-4	5	102	-4	98	99	95

Carrying on:
entry	SMILES	Mcl1 Bid PPI	Cdc42 wt	HRas wt GTP	Avidin bead fluor	Pf gametocyte	Mcl1-Noxa inh	Rab7 wt GTP bind	Mcl-1 Bim block	Rac1 wt modul	Rab2 wt GTP	Rac1 act GTP bind
31	CCC(C)C(NC(=O)c1ccc(Cl)cc1Cl)C(=O)O (configuration not stated)	-21	102	102	8	.	-6	101	0	103	100	103
32	O=C(CCc1n[nH]c(=O)[nH]c1=O)N/N=C/c1ccc(Br)o1	-8	99	98	12	10	15	94	1	100	95	96
33	CCOC(=O)N1CCC(N2C(=O)c3ccccc3C2Nc2ccc(S(=O)(=O)N3CCOCC3)cc2)CC1 (configuration not stated)	-20	98	98	6	.	8	96	20	101	95	96
34	O=C(NCC1CCN(c2ccc(S(=O)(=O)N3CCOCC3)cc2)CC1)c1cccc(Cl)c1	-17	?	?	13	.	-7	?	0	?	?	?
35	CCNc1ccc(C(=O)O)cc1N	-16	98	97	10	8	13	101	0	99	99	98
36	O=C(COc1ccccc1F)N1CCN(S(=O)(=O)/C=C/c2ccccc2)CC1	-11	99	99	8	1	17	101	0	101	100	98
37	CCc1ccc2oc(-c3cc(N)cc(C)c3O)nc2c1	-50	111	107	39	-17	-5	104	-3	112	106	107
38	COc1ccc(CN2C(=O)c3c(c(C)n(C)c3C)C2C(=O)NC2CCC(C)CC2)cc1 (configuration not stated)	-36	94	96	9	.	-22	96	0	99	98	93
39	Cc1cccc(Nc2nnc(SCC(=O)NC(=O)Nc3ccc4c(c3)OCCO4)s2)c1	-30	98	100	7	-43	-1	102	0	100	97	97
40	O=[N+]([O-])c1ccc(OCC(O)CN(C2CCCCC2)C2CCCCC2)cc1 (configuration not stated)	-20	104	102	7	13	11	95	-1	106	100	99
41	CC(C)c1nc(=S)n(-c2ccccc2)[nH]1	-19	103	103	18	.	8	101	-2	107	101	100
42	CN(C)C(=O)COc1ncnc2scc(-c3ccc(F)cc3)c12	-16	92	96	6	-1	3	97	-5	98	96	96
43	CCOC(=O)C(Oc1ccc2c(-c3ccc(OC)cc3)cc(=O)oc2c1C)c1ccccc1 (configuration not stated)	-4	99	100	10	12	2	101	0	104	99	99
44	COc1ccc(C(=O)C2CCCN(C(=O)CCc3scnc3C)C2)c(C)c1 (configuration not stated)	-7	97	97	10	-2	10	97	0	101	95	93
45	CC(=O)C1=C(O)C(=O)N(Cc2ccccc2)C1c1ccccc1F (configuration not stated)	-1	99	98	21	-3	16	96	-2	100	98	96
46	Cn1c(=O)cc(OCCCC(=O)NCc2cccnc2)c2ccccc21	-7	95	90	6	-4	-8	102	-2	96	97	93
47	CC(=O)c1ccc(NC(=O)N2CCN(c3cccc(Cl)c3)CC2)cc1	-4	96	94	9	.	-6	90	0	91	90	91
